From PubChem BioAssay
CASP6 VEID inh – human caspase-6 inhibitors, primary screen, biochemical, VEID-R110 fluorescence, single point, set 2. hit rate 0.53% among 350,000. purified caspase-6, Z-VEID-R110 cleavage fluorescence. P55212. inhibition, % at 12.5 µM;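 active = mean inhibition across replicates at least about 35%, with every replicate also reaching that limit, limit read from the data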;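 note: 0% = median of neutral control wells and 100% = no fluorescence left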
Target sequence (P55212 24-179 limits assumed): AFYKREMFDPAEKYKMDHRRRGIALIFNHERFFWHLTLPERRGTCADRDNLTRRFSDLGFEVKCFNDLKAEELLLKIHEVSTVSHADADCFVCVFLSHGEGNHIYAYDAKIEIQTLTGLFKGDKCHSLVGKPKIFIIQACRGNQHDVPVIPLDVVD
Target sequence (P55212 194-293 limits assumed): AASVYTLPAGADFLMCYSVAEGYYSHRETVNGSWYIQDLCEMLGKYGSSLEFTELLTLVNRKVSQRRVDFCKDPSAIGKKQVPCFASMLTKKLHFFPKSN
LGR2 antag – inhibitors of bursicon-induced LGR2 CRE-luciferase signal, primary screen, cell-based, HEK293, CRE-luciferase reporter, bursicon stimulation | Drosophila bursicon receptor LGR2 (rickets) | bursicon-stimulated, 4 h | inhibition, % at 9.99 µM | hit rate 0.35% among 380,000;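 active = drop in luminescence signal, shown as inhibition above about 50% in the replicate tests, limit read from the data, passing the limit was not always enough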;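 note: agonist challenge used bursicon conditioned medium at about half maximal strength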
SIRT5 block – SIRT5 desuccinylase inhibitors, primary screen, biochemical, fluorescence imaging, single point, set 5 | AID 652115, 2013 | hit rate 1.1% among 330,000 | Purified SirT5, succinyl-peptide AMC, trypsin-coupled fluorescence | NAD-dependent protein deacylase sirtuin-5, mitochondrial (Homo sapiens), Q9NXA8 | inhibition, % at 15 µM; in the data active = inhibition above about 15%
Target sequence (Q9NXA8 whole entry, looked up): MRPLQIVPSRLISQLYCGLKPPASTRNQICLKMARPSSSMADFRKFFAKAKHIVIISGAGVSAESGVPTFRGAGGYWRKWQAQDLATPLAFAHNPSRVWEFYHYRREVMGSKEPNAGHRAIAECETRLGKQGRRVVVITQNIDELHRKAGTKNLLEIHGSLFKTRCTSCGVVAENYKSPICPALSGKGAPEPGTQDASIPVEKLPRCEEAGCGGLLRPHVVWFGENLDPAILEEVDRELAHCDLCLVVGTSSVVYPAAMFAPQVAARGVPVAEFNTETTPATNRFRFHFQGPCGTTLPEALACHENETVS
FN deposit inh – inhibitors of fibronectin matrix deposition, primary screen, AH1F cells, Alexa488-fibronectin fluorescence, plate reader; AH1F fibroblasts, overnight; inhibition, % at 12.6 µM; hit rate 0.086% among 350,000; AID 743247, 2014;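 active = mean inhibition across replicates of 30% or more, regardless of how many single replicates reach that level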;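 note: positive control wells lacked labelled fibronectin entirely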
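Measured by – fluorescence 485/525 nm · System – AH1F fibroblast monolayer, labelled fibronectin deposition · Amount – 10000 cells per well · Buffer or medium – serum-reduced DMEM (2% serum) · Doses – single dose, pinned · Also added – fluorescent fibronectin at 24 nM final · Schedule – 1 h cell attachment, overnight exposure to compound and label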
S100A4 MyoIIA – inhibitors of S100A4-myosin IIA peptide binding, primary screen, biochemical, fluorescence polarization, TAMRA-MyoIIA peptide | inhibition, % at 10.7 µM | Protein S100-A4 (Homo sapiens), P26447 | hit rate 0.14% among 360,000 | AID 652163, 2013;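 active = mean inhibition of at least 70% across replicates, with every replicate also reaching that level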
Target sequence (P26447 whole entry, looked up): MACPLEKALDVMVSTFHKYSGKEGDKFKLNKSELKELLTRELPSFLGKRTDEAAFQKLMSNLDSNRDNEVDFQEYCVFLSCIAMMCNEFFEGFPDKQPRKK
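Material: S100A4 monomer protein / Buffer or medium: 50 mM HEPES pH 7.2, 10 mM CaCl2, 100 mM KCl / Times: 5 min incubation before reading / Benchmarks: neutral control DMSO, positive control TFP / Reagent: labelled myosin peptide probe, 5 nM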
esBAF inh – Bmi1 luciferase reporter increase in mESCs, primary screen, esBAF inhibitor project, mouse ES cells, Bmi1 luciferase knock-in, single point | 24 h; 100% = twice the neutral-well signal | reporter increase, % at 12.5 µM | hit rate 2% among 350,000 | AID 602393, 2012; in the data active = activation above about 40%;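 note: 0% = median of the plate's neutral control wells and 100% = double that signal; a rise in the Bmi1 reporter signal indicates esBAF inhibition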
C2C12 statin – suppressors of statin myotoxicity in C2C12 myotubes, primary screen, cell-based, single point, plate reader. hit rate 0.78% among 330,000. C2C12 myotubes + simvastatin, ATP luminescence, 48 h; scaled: DMSO 0, geranylgeraniol control 100. rescue of ATP level, % at 7.49 µM;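 active = mean ATP rescue above about 67%, or every replicate alone reaching that limit, limit read from the data, passing the limit was not always enough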;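 note: myotubes were challenged with 10 µM simvastatin during compound exposure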
Active calls of the source: *; / = not tested or not shown. Some of the compounds tested (hit frequency here may not be typical).

SMILES	CASP6 VEID inh	LGR2 antag	SIRT5 block	FN deposit inh	S100A4 MyoIIA	esBAF inh	C2C12 statin
Cc1cc(Nc2nc3ccccc3nc2Cl)n(-c2ccc([N+](=O)[O-])cc2)n1	/	-10	-2	/	2	/	/
CN1C(=O)c2cc(NC(=O)C3CC3)ccc2OC[C@@H]2O[C@H](CC(=O)O)CC[C@@H]21	-1	16	-1	-6	1	/	/
CCOc1ccc(CCNC(=O)c2sc3nc4n(c(=O)c3c2C)CCC4)cc1OCC	0	-7	-7	1	-6	-4	10
O=C(c1ccc2c(c1)OCO2)N1CC(=O)N2[C@H](CO)[C@H](c3ccc(C#CC4CCCC4)cc3)[C@@H]2C1	1	-3	4	/	-3	/	/
COc1ccc(/C=N\NC(=O)COc2ccccc2Cl)cc1Cn1nc(C)cc1C	/	/	/	1	/	-15	-75
CCCOc1ccc(C2/C(=C(/O)c3ccc(F)cc3)C(=O)C(=O)N2CCCN(C)C)cc1 (stereo not given)	/	/	/	-3	/	11	5
O=C(CSc1nnc(-c2cccs2)n1-c1ccccc1)N1CCCc2ccccc21	/	/	/	-1	/	10	-6
COc1ccc(NC(=O)c2c[nH]n3c(=O)cc(C4CCN(C(=O)OC(C)(C)C)CC4)nc23)cc1Cl	22	2	5	16	-2	-5	5
O=C(Cn1nc(C(F)F)cc1C(F)F)NNC(=S)Nc1ccc([N+](=O)[O-])cc1	-3	22	2	2	-2	/	/
COC(=O)c1cc(C)nc(Nc2nc(C(N)Cc3ccc(F)cc3)cs2)n1 (stereo not given)	1	/	-1	-3	3	2	1
O=S(=O)(c1ccccc1)N1CCNc2ccccc21	2	17	4	-2	0	/	0
C[C@@H]1CN([C@H](C)CO)C(=O)c2cccc(NS(=O)(=O)c3ccccc3)c2O[C@@H]1CN(C)S(C)(=O)=O	-1	-6	-3	2	2	-3	32
CN1CCN(c2ccc(C(F)(F)F)cc2NC(=O)c2ccco2)CC1	-1	-10	1	7	2	/	/
CC(=O)Oc1ccccc1Cn1c(C)c(C(=O)N(C)Cc2ccc(F)cc2)sc1=O	-1	14	/	7	-2	1	2
CC(C)(C)NC(=O)Cn1nnc(-c2ccc(Cl)cc2)n1	-1	-4	0	/	-6	3	-2
CC(=O)c1ccc(N2CCN(C(=O)c3cn(Cc4ccccc4)nc3-c3cccnc3)CC2)c(F)c1	0	-19	0	/	-11	-8	6
O=C(C[C@@H]1CC[C@@H](NC(=O)c2ccncc2)[C@H](CO)O1)NCC1CC1	-6	2	5	-6	2	6	1
COc1ccc(-c2cccc(-c3cc(=O)oc4cc5c(cc34)OCO5)c2)cc1	-3	-3	-6	4	0	5	3
CCCc1nnc(SCC(=O)NC2CC2)n1C	-1	3	-6	1	8	-4	-9
O=C(NNC(=O)C1CCCC1)c1ccc(F)cc1	5	-16	-2	9	3	0	0
C1=CCC(CN2CCN(C3CCCCCC3)CC2)CC1 (stereo not given)	-4	/	9	7	20	/	/
CCOC(=O)C1=C(C)N=C2SC(C)C(=O)N2C1c1ccccc1 (stereo not given)	1	26	1	-6	3	-1	13
O=C(Nc1cccc(S(=O)(=O)N2CCCCCC2)c1)c1ccc2c(c1)OCO2	2	4	/	-1	-10	/	/
Cc1cccc(-c2nn(-c3ccccc3)cc2C(=O)Nc2cccc(S(=O)(=O)NC3=NCCC3)c2)c1	0	-2	-1	-1	-4	/	-28
COc1ccc(CN(C)C[C@H]2Oc3ccc(NS(=O)(=O)c4cn(C)cn4)cc3C(=O)N([C@@H](C)CO)C[C@H]2C)cc1	1	-7	0	/	-30	0	-13
(further entries)
SMILES	CASP6 VEID inh	LGR2 antag	SIRT5 block	FN deposit inh	S100A4 MyoIIA	esBAF inh	C2C12 statin
COc1cccc(-n2cnnc2SC(C)C(=O)NC2CCCC2)c1 (stereo not given)	-6	-3	-1	-7	-1	-4	3
O=C(COc1ccc(Cl)cc1)N1CCN(S(=O)(=O)c2cc(F)ccc2F)CC1	-1	0	-5	-16	-3	-2	16
Cc1cccc(C(=O)Nc2cc(NC(=O)c3cccs3)ccc2C)c1	3	10	-7	6	20	6	-27
O=C(O)CCS(=O)(=O)Cc1cccc(Cl)c1	-2	-3	-2	/	0	-5	-5
O=C(NCCCN1CCOCC1)c1ccc(CSc2ccc(Cl)cc2)cc1	-2	7	-2	-1	2	/	/
Cc1ccc(N(C(=O)c2ccc(S(=O)(=O)N3CCOCC3)cc2)C2C=CS(=O)(=O)C2)cc1 (stereo not given)	1	-6	4	/	-4	-3	-4
Cc1noc(C)c1S(=O)(=O)N(C)C[C@H]1OCCCC[C@H](C)Oc2ccc(NS(=O)(=O)c3ccccc3)cc2C(=O)N([C@H](C)CO)C[C@@H]1C	-1	-2	9	-3	106*	-1	/
O=S(=O)(N/N=C\c1cn(-c2ccccc2)nc1-c1ccccc1)c1ccccc1	/	0	/	/	/	33	9
O=C(N/N=C/c1ccc2c(c1)OCO2)C(=O)Nc1ccccc1Cl	-3	3	-1	/	-7	/	/
CCCCCn1c(N)c(-c2nc3ccccc3s2)c2c([N+](=O)[O-])nn(C)c(=O)c21	0	/	-1	/	-2	-2	-9
O=C(Cn1cc2c(n1)CCCC2)NCC1CCCO1 (stereo not given)	-3	-1	-2	2	-1	-5	-5
CCn1cnc2sc(C(=O)N3CCN(Cc4ccc5c(c4)OCO5)CC3)c(C)c2c1=O	1	-3	2	/	-3	/	/
COCc1cc(C)nc(SCC[N+](C)(C)CC(=O)Nc2ccccc2)c1C#N	4	7	-4	0	3	-10	2
CC(Oc1ccccc1)C(=O)N1CCC2(CC1)CC(=O)c1ccccc1O2 (stereo not given)	-1	10	-2	13	3	/	/
CCc1sc(C(=O)Nc2ncccc2O)cc1C	1	45	1	0	1	-50	-2
CCC(=O)NC[C@@H]1[C@@H](c2ccc(-c3ccc(F)cc3)cc2)[C@@H](CO)N1C(=O)CC	0	-6	-1	/	9	/	/
Cc1nn(C)c(C)c1CCC(=O)N1CCCC(N2CCN(c3ccc(F)cc3)CC2)C1 (stereo not given)	0	3	-5	3	-3	-3	1
C[C@H]1CN([C@@H](C)CO)C(=O)Cc2cc(NS(=O)(=O)c3ccc(F)cc3)ccc2O[C@H]1CN(C)Cc1ccc(C(F)(F)F)cc1	0	13	8	/	-7	2	16
Cc1cc(=S)cc(C)n1CCO	/	3	/	-4	/	-11	3
CC(C)NC1CS(=O)(=O)CC1O (stereo not given)	6	7	12	/	4	/	/
Cc1noc(C)c1NC(=O)NCC[C@@H]1CC[C@H](NC(=O)c2ccc(F)cc2)[C@@H](CO)O1	-84	1	-1	-8	-14	1	5
Cc1noc(C)c1C(=O)OCC(=O)c1c(N)n(CC(C)C)c(=O)n(C)c1=O	/	/	/	2	/	3	13
COc1ccc2c(c1)NC(C)(C)C=C2C	0	/	-1	-7	8	4	-5
COC(=O)C(C)(C)ONC(=O)Nc1ccc([N+](=O)[O-])cc1	-1	6	3	-5	-1	1	-2
Cn1c(SCC(=O)NCCc2ccccc2)ncc(C(=O)Nc2ccc(F)cc2)c1=O	-2	2	0	0	0	/	11

Three structures out of the list, arranged by molecular weight, largest number first:
SMILES	CASP6 VEID inh	LGR2 antag	SIRT5 block	FN deposit inh	S100A4 MyoIIA	esBAF inh	C2C12 statin
C[C@@H]1CN([C@H](C)CO)C(=O)c2cccc(NS(=O)(=O)c3ccccc3)c2O[C@@H]1CN(C)S(C)(=O)=O	-1	-6	-3	2	2	-3	32
Cc1cccc(-c2nn(-c3ccccc3)cc2C(=O)Nc2cccc(S(=O)(=O)NC3=NCCC3)c2)c1	0	-2	-1	-1	-4	/	-28
CCCOc1ccc(C2/C(=C(/O)c3ccc(F)cc3)C(=O)C(=O)N2CCCN(C)C)cc1 (stereo not given)	/	/	/	-3	/	11	5

Entries shown so far that have a CF3 group (2):
SMILES	CASP6 VEID inh	LGR2 antag	SIRT5 block	FN deposit inh	S100A4 MyoIIA	esBAF inh	C2C12 statin
CN1CCN(c2ccc(C(F)(F)F)cc2NC(=O)c2ccco2)CC1	-1	-10	1	7	2	/	/
C[C@H]1CN([C@@H](C)CO)C(=O)Cc2cc(NS(=O)(=O)c3ccc(F)cc3)ccc2O[C@H]1CN(C)Cc1ccc(C(F)(F)F)cc1	0	13	8	/	-7	2	16

Additional entries follow.
SMILES	CASP6 VEID inh	LGR2 antag	SIRT5 block	FN deposit inh	S100A4 MyoIIA	esBAF inh	C2C12 statin
CN(CCc1ccccn1)C(=O)Nc1cccc(Cl)c1	0	4	2	2	-12	9	-15
CCOC(=O)C1=C(c2ccccc2)NC(=O)NC1c1cc(OC)c(OC)c(OC)c1 (stereo not given)	2	-21	-2	19	-3	-1	8
Cn1c2ccccc2c2cc(/C=N/NC(=O)c3ccc(N)cc3)ccc21	-3	8	0	0	-2	11	-30
O=C(Cc1cccs1)NC(c1ccccc1)c1ccccc1	-2	-15	11	-9	-2	/	/
COc1ccc(C(=O)C[n+]2cccc(Br)c2)cc1	-10	-6	-2	-2	-2	18	-6
CCOCCCNS(=O)(=O)c1ccc(NC(=O)c2ccc(OC)c([N+](=O)[O-])c2)cc1	-2	-38	0	3	8	/	/
Cc1cccc(NC(=S)NCCc2ccccc2)c1C	0	-7	/	6	-1	3	-1
O=C1CC(N2CCN(S(=O)(=O)c3ccccc3F)CC2)C(=O)N1c1ccccc1Cl (stereo not given)	-2	0	-2	8	-3	1	2
C[C@H](CO)N1C[C@H](C)[C@H](CN(C)S(C)(=O)=O)Oc2cc(-c3ccncc3)ccc2S1(=O)=O	3	-38	1	-5	-5	2	-7
CCCc1cc(C(=O)N2CCCC(Cc3ccccc3C)(C(=O)OCC)C2)no1 (stereo not given)	0	11	-5	-1	18	1	1
Cc1ccc(NC(=O)Nc2ccc3c(c2)C(=O)N(C)[C@@H]2CC[C@H](CC(=O)NCC(F)(F)F)O[C@@H]2CO3)cc1	3	2	-2	9	-8	6	-9
CCCNC(=O)Cc1c(C)n(C(=O)c2ccc(Cl)cc2)c2ccc(OC)cc12	12	5	-1	-6	-7	0	-5
CCCc1nc2oc3c(NCC(C)O)ncnc3c2c2c1CCCC2 (stereo not given)	-2	-6	-1	4	-4	/	/
COCC(C)n1c(SCC(=O)c2cc(C)n(C)c2C)nc2ccccc2c1=O (stereo not given)	6	13	-2	1	0	-9	0
C[C@H](CO)N1C[C@H](C)[C@H](CN(C)C(=O)c2cnccn2)Oc2ncc(C#Cc3ccccn3)cc2C1=O	-2	-2	-2	/	24	-1	18
N#Cc1ccccc1S(=O)(=O)N1CCC(C(=O)NCc2ccccc2CN2CCCC2)CC1	-4	5	0	-12	-4	4	-4
C[C@@H]1CN([C@@H](C)CO)C(=O)c2cc(NC(=O)Nc3ccc(C(F)(F)F)cc3)ccc2O[C@H]1CN(C)S(=O)(=O)c1cccs1	/	1	/	-4	/	-3	/
COCCNC(=O)C[C@@H]1CC[C@H]2[C@@H](COc3ccc(NC(C)=O)cc3C(=O)N2C)O1	/	10	/	-18	/	-3	-2
NCC[C@H]1CC[C@@H](NC(=O)C2CCCC2)[C@H](CO)O1	-7	11	-4	/	-8	-3	-8
O=C(NCCCN1CCN(CCCNC(=O)c2ccccc2F)CC1)c1ccccc1F	/	/	/	-3	/	-3	-7
C[C@H](CO)N1C[C@H](C)[C@@H](CN(C)CC2CCCCC2)Oc2ccc(NC(=O)CCN3CCOCC3)cc2CC1=O	0	-10	-1	/	5	-1	0
CC(C)Cc1nnc(NC(=O)CCC(=O)N2CCC(C)CC2)s1	1	3	0	10	-1	-9	1
c1ccc(-c2cnc(-c3ccccc3)nn2)cc1	-8	74*	-3	-12	-6	-39	-8
COc1ccc(C(O)c2nc(-c3ccccc3OC)cs2)cc1 (stereo not given)	2	-17	-1	5	3	-1	25
O=C1c2ccccc2-c2nnc(-c3ccc(F)cc3)cc21	2	51*	-2	2	8	/	/
